Assay outcomes deposited in PubChem by several laboratories.
RGS4 inh: human RGS4 inhibition; P49798; HEK293 M3R/RGS4 inducible, Fluo-4 calcium flux; hits give high values; triggered by carbachol at its EC20; B-score at 10 µM; hit rate 0.45% among 310,000; AID 463165;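 active = B-score, a plate-corrected calcium signal, over three deviations above library mean, with baseline fluorescence within five deviations of library mean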;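 also: RGS4 expression induced by doxycycline in cells with stable M3 receptor; B-score is computed from the integrated fluorescence ratio over baseline after carbachol; higher B-score means a larger calcium signal and so more RGS4 inhibition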
KCNK9 block: inhibitors of human KCNK9 two-pore domain potassium channel. HEK293 KCNK9, FluxOR thallium flux fluorescence; hits give low values. hit rate 1.2% among 310,000. B-score at 10 µM. Q9NPC2;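 active = ratio B-score over 3 SD below the library mean, with starting fluorescence within 5 SD of its mean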;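 also: negative B-score means less thallium flux so channel inhibition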
hERG rescue: shields human hERG channel from block by proarrhythmic agents. Q12809. CHO-hERG, FluxOR thallium flux, dofetilide IC70 present. activation (rescue from dofetilide block), less the hit threshold, % at 10 µM. hit rate 0.51% among 310,000. AID 1511;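 active = activation above the mean of controls blocked by dofetilide plus 5 SD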;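 also: thallium influx through hERG after potassium depolarization seen as dye fluorescence rise; in these data hits start at about 4.7%; inactives centre near -7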
Target sequence (Q12809 whole entry, looked up): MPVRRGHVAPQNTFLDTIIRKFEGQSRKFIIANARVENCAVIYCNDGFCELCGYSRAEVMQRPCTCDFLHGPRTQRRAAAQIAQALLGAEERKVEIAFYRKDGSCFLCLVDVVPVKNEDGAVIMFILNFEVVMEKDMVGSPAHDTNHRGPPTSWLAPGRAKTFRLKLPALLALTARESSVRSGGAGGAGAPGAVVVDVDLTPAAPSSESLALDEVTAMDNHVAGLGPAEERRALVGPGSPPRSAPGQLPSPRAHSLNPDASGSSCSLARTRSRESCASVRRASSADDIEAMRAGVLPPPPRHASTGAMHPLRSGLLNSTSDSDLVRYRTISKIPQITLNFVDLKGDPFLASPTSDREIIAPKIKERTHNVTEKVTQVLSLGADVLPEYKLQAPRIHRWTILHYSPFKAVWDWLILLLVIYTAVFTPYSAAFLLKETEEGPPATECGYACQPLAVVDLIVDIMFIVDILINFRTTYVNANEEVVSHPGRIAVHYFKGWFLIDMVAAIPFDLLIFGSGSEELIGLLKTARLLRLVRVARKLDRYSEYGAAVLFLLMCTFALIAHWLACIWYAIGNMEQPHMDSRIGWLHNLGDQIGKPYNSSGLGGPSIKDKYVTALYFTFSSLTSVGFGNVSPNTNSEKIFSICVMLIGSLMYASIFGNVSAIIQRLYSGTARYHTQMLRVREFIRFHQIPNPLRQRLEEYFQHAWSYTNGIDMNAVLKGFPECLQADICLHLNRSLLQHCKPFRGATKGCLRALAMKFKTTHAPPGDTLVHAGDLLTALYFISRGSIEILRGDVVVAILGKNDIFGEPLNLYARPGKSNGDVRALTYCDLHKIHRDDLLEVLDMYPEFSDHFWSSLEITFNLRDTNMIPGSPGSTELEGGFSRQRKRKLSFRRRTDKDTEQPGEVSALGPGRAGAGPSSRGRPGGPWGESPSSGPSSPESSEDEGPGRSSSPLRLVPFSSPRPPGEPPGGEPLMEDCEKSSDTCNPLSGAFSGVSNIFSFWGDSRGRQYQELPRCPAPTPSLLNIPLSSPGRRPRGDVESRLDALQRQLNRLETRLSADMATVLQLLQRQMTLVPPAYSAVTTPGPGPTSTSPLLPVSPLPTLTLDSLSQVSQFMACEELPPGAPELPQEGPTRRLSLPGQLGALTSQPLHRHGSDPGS
RGS4 pot: potentiators or activators of RGS4 | HEK293 M3R/inducible RGS4, carbachol calcium flux Fluo4; hits give low values | B-score at 10 µM | hit rate 0.92% among 310,000 | AID 463111;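 active = B-score of the integrated calcium signal more than 4 SD below the library mean, with starting fluorescence not abnormally high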;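 also: negative B-score means reduced calcium response which marks RGS4 activation or potentiation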
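Detection: kinetic calcium fluorescence imaging with Fluo4-AM dye, 2 µM / Material: HEK293 cells with stable M3R and inducible RGS4 / Schedule: recording 10 s baseline at 1 Hz, 100 s post-agonist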
SKKanGAS inh: blocks kanamycin growth of S. pyogenes SKKanGAS strain | BacTiter-Glo, 6 h | AID 1662 | hit rate 1.3% among 300,000 | inhibition, % at 7.5 µM;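 active = mean replicate score, as percent of positive control median, at least 50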;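 also: strain carries kanamycin resistance gene driven by streptokinase promoter and grows in 40 µg/ml kanamycin; loss of luminescence reflects streptokinase promoter inhibition or plain growth inhibition; 0% = median of DMSO wells and 100% = positive control at its reference dose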
TMEM16A act: activators or potentiators of mouse TMEM16A chloride channel; HEK293 TMEM16A/YFP-H148Q/I152L, iodide quench fluorescence; hits give low values; B-score at 10 µM; hit rate 0.3% among 340,000;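 active = fluorescence-ratio B-score plate-corrected deviation score at least 3 library SD below zero, with starting fluorescence score within 5 deviations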;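 also: channel opened by trigger with iodide after compound preincubation; score built on the fluorescence ratio of max minus min over baseline; more negative score means more quench and so TMEM16A activation or potentiation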
KCNQ1 pot: potentiates or activates the human KCNQ1 potassium channel. P51787. CHO-K1 KCNQ1, thallium flux FluxOR fluorescence; hits give high values. B-score at 10 µM. hit rate 0.35% among 310,000;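 active = fluorescence ratio B-score, a plate-corrected score, at least three library SD, with initial intensity B-score within 5 SD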
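Test system: CHO-K1 cells stably expressing KCNQ1 / Medium: assay buffer / Also added: depolarizing K+/Tl+ stimulus, K2SO4 and Tl2SO4 each 12.5 mM in 5x stock / Incubation: 90 min dye loading and 20 min compound exposure, both at room temperature / Signal: thallium influx via FluxOR fluorescence, kinetic imaging / Evaluation: B score of baseline-normalized fluorescence ratio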
HDAC3 inhib: inhibitors of human histone deacetylase 3 | O15379 | inhibition, % at 8.3 µM | hit rate 0.15% among 320,000 | AID 2718 | recombinant HDAC3, fluorogenic peptide/trypsin coupled, fluorescence; in the data active = inhibition above about 26%, passing the limit was not always enough
TMEM16A inh: mouse TMEM16A channel inhibition, primary screen; normalized B-score (activity score, 25-100; higher = stronger inhibition) at 10 µM; HEK293 TMEM16A/YFP iodide influx fluorescence, ionomycin; Q8BHY3; hit rate 1.2% among 310,000;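 active = ratio plate-corrected score three or more library SD toward inhibition, starting fluorescence score within five deviations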;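 also: score derived from kinetic fluorescence span divided by baseline fluorescence per well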
KCNK3 block: human KCNK3 channel inhibition, primary screen; hit rate 0.84% among 340,000; O14649; CHO-KCNK3 thallium flux, FluxOR fluorescence; hits give low values; B-score at 10 µM;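 active = B-score under library mean minus 4 SD, starting fluorescence ratio at most library mean plus 5 SD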;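 also: more negative B-score means stronger inhibition of thallium flux through KCNK3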
KCNQ1 inh: blocks the human KCNQ1 potassium channel; P51787; CHO-K1 KCNQ1, FluxOR thallium flux fluorescence; hits give high values; B-score at 10 µM; hit rate 1.3% among 310,000;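 active = compounds whose thallium flux B-score, printed positive for inhibition, exceeds three library SD while starting fluorescence stays within three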;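 also: channel opened by potassium depolarization with thallium stimulus after 20 min compound exposure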
* hit, by the source's call; i = inactive; nt = not tested or not shown.

Results follow in this order: RGS4 inh	RGS4 pot	hERG rescue	KCNK9 block	TMEM16A inh	HDAC3 inhib	KCNK3 block	TMEM16A act	KCNQ1 pot	SKKanGAS inh	KCNQ1 inh
Cc1cccc(N(Cc2cc(=O)[nH]c3ccccc23)C(=O)CCl)c1
→ i	i	-7	i	i	0	i	i	i	-3	i
COC(=O)Cc1nnc(Nc2cccc(C)c2)c2ccccc12
→ i	i	-5	i	i	5	i	i	i	-1	i
CCCCCCCCCCCCN1C/C(=C\C(=O)OCC)c2cc(C(F)(F)F)ccc2S1(=O)=O
→ i	i	-9	i	i	10	i	i	i	16	i
CN(CC(=O)O)S(=O)(=O)/C=C/c1ccccc1
→ i	i	-6	i	i	1	i	i	i	4	i
CC(C)(C)c1ccc(-c2nc(N)nc(N)n2)cc1
→ i	i	-13	i	i	2	i	i	i	-3	i
CN(C)NC(=O)c1ccsc1NC(=O)c1ccc(S(=O)(=O)N2CCCC2)cc1
→ i	i	-18	i	i	6	i	i	i	8	i
O=S(=O)(NCc1ccccc1)c1ccc(Br)s1
→ i	i	-4	i	i	2	i	i	i	5	i
Cc1cccc2[nH]c3c(N4CCC5(CC4)OCCO5)ncnc3c12
→ i	i	-15	i	i	-45	i	i	i	4	i
S=c1[nH]nc(Nc2cccc(Cl)c2)s1
→ i	i	-11	i	i	6	i	i	i	1	i
O=C(CN1C(=O)c2cccnc2Oc2ccc(Cl)cc21)NC1CCCCCC1
→ i	i	-12	i	i	1	i	i	i	14	i
N#CC1=C(S)N(c2ccccc2)C(c2ccco2)NC1=O (stereo not given)
→ i	i	2	i	i	7	i	i	i	2	i
COc1ccc(S(=O)(=O)N2CCCC2)c2ccccc12
→ i	i	-2	i	i	-7	i	i	i	-2	i
COc1ccc(-c2cc(C(=O)Nc3ccc(C)cc3)no2)cc1
→ i	i	-7	i	i	0	i	i	i	3	i
O=C(NCc1ccncc1)C(=O)NCC(c1ccccc1)c1ccccc1
→ i	i	-7	i	i	-10	nt	nt	i	-16	i
COc1ccc(C(C(=O)NC2CCCCC2)N(C(=O)c2snc(C(N)=O)c2N)c2ccc(OC)cc2OC)cc1 (stereo not given)
→ i	i	-8	i	i	-3	i	i	i	-1	i
COc1cc(Cl)ccc1OCc1cc(C(=O)N2CCCC(OC)C2)no1 (stereo not given)
→ i	i	-4	i	i	-2	i	i	i	1	i
Brc1ccc(-c2cnc(-c3cccs3)o2)cc1
→ i	i	-6	i	i	-25	i	nt	i	7	i
CCc1ccc(NC2=NCC(c3ccccc3)S2)cc1 (stereo not given)
→ i	i	-12	i	i	-5	i	i	i	94*	i
COc1ccc(-c2onc(C)c2C)cc1S(=O)(=O)NCCc1ccco1
→ i	i	-5	i	i	5	i	i	i	0	i
COc1cc(OC)c2ccc(=O)oc2c1C(CCN1CCCCC1)c1ccc(N(C)C)cc1 (stereo not given)
→ i	i	-11	i	i	3	i	i	i	2	i
CCCOc1ccc(/C=N\NC(=O)CCc2n[nH]c(=O)[nH]c2=O)cc1OC
→ i	i	0	i	i	5	i	i	i	3	i
COc1ccc(NS(=O)(=O)c2cccc(C(=O)NCCCn3ccnc3)c2)cc1
→ i	i	-13	i	i	8	i	i	i	15	i
CCc1cc(-c2nnc(SCC(=O)NC3CC3)n2C)cs1
→ i	i	-8	i	i	2	i	i	i	-11	i
CCCCCC(=O)NNC(=O)Cc1ccc([N+](=O)[O-])cc1
→ i	i	-5	i	i	-4	i	i	i	-2	i
Cc1cc2nc(N3CCN(C(=O)c4cccs4)CC3)sc2cc1C
→ i	i	-13	i	i	-3	i	i	i	5	i
Cc1ccc2c(c1)cc(CN(Cc1ccco1)C(=O)COc1ccccc1)c1nnnn12
→ i	i	-10	i	i	9	i	i	i	3	i
CCCCCC1CC(/C(C)=N/NC(N)=O)OC1=O (stereo not given)
→ i	i	2	i	i	6	i	i	i	-3	i
CCC(C)Nc1nc(OCC(F)(F)F)nc(OCC(F)(F)F)n1 (stereo not given)
→ i	i	-7	i	i	-3	i	i	i	2	i
C/C(=N/NS(=O)(=O)c1ccc(Br)cc1)c1c[nH]c2ccccc12
→ i	i	-11	i	i	5	i	i	i	-3	i
CC1(C)Cc2cccc(OCC(O)CN3CCN(c4ccccn4)CC3)c2O1 (stereo not given)
→ i	i	-4	i	nt	nt	i	i	i	-5	i
COc1ccc(Oc2cccc(Cl)c2CNC(=O)CCCC(=O)O)cc1
→ i	i	-7	i	i	-8	i	i	i	2	i
COc1ccccc1N(C)S(=O)(=O)c1ccc(C(=O)OCC(=O)NCc2cccs2)cc1
→ i	i	-14	i	i	4	i	i	i	-11	i
Cc1cccc(CNc2ccc(C(CC(N)=O)NC(=O)c3ccccc3)cc2[N+](=O)[O-])c1 (stereo not given)
→ i	i	-10	i	i	-2	i	i	i	2	i
CCCn1cc(SCC(=O)NCc2ccco2)c2ccccc21
→ i	i	-7	i	i	1	i	i	i	0	i
CCN(C(=O)CSc1ccc2c(c1)OCCO2)C1CCS(=O)(=O)C1 (stereo not given)
→ i	i	-6	i	i	-1	i	i	i	-9	i
CC(C)(C)OC(=O)N[C@H](Cc1ccccc1)C(=O)N1CCC(C(=O)O)CC1
→ i	i	-1	i	i	-5	i	i	i	-6	i
Cc1ccc(OCCOc2ccc(Br)cc2/C=N\NC(N)=O)cc1
→ i	i	-8	i	i	1	i	i	i	-4	i
O=C(CSc1nnc(Cn2cnc3ccccc32)o1)Nc1cccc2ccccc12
→ i	i	-3	i	i	4	i	i	i	-7	i
O=C(NCC(O)c1ccc([N+](=O)[O-])cc1)c1cccc(S(=O)(=O)N2CCCC2)c1 (stereo not given)
→ i	i	-2	i	i	4	i	i	i	-3	i
CN(C)/C=C1/C(=O)Nc2ccccc21
→ i	i	-9	i	i	-21	i	i	i	-13	i
COc1cccc(NC(=O)CSc2ncc(S(=O)(=O)c3ccccc3)c(=O)[nH]2)c1
→ i	i	-7	i	i	-4	i	i	i	5	i
Cc1ccc(SCC(=O)OCC(=O)N(C)CC(=O)Nc2ccc(F)cc2)cc1
→ i	i	-8	i	i	1	i	i	i	-11	i
O=C(Cn1c(=O)oc2ccccc21)c1ccccc1
→ i	i	-4	i	i	-8	i	i	i	2	i
CCOc1cc(/C=C2\C(=N)N3N=C(CC)SC3=NC2=O)ccc1OCCOc1ccc(NC(C)=O)cc1
→ i	i	-2	i	i	-5	i	i	i	11	i
NCC(=O)CCC(=O)O
→ i	i	-6	i	i	-5	i	i	i	-2	i
ClC(Cl)c1nnc(-c2ccccc2)c(-c2c[nH]c3ccccc23)n1
→ i	i	-8	i	i	11	i	i	i	11	i
c1ccc(CC2CCN(Cc3nc(-c4ccccc4)no3)CC2)cc1
→ i	i	-12	i	i	2	i	i	i	0	i
COc1cc(/C=N/NC(=O)c2ccccc2Cl)ccc1Oc1ccc([N+](=O)[O-])cn1
→ i	i	-7	i	i	2	i	i	i	5	i
COc1ccc(OCc2cc(C(=O)N(C)Cc3cnccn3)no2)c(Cl)c1
→ i	i	-3	i	i	9	i	i	i	-1	i
Cc1nc2[nH]c(=O)c3c(n2n1)NC1=C(C(=O)CC(C)(C)C1)C3c1ccc(F)cc1 (stereo not given)
→ i	i	-16	i	i	-10	i	i	i	11	i

Other results follow.
Results follow in this order: RGS4 inh	RGS4 pot	hERG rescue	KCNK9 block	TMEM16A inh	HDAC3 inhib	KCNK3 block	TMEM16A act	KCNQ1 pot	SKKanGAS inh	KCNQ1 inh
C=CCn1c(NC(=O)c2ccccc2)nc2ccccc21
→ i	i	-5	i	i	3	i	i	i	65*	i
C=CCn1c(NCCc2ccccc2)nc2c1c(=O)n(C)c(=O)n2C
→ i	i	-9	i	i	1	i	i	i	-2	i
COc1ccc2c(c1)C=C(CN1CCN(Cc3ccccc3C)C(CCO)C1)CO2 (stereo not given)
→ i	i	-12	i	i	8	i	i	i	3	i
O=C(CSCc1ccccc1Cl)NCCSc1ccccn1
→ i	i	-19	i	i	0	i	i	i	0	i
COc1ccc(CN2CCN(C)CC2)cc1OCc1ccccc1
→ i	i	-8	i	i	-2	i	i	i	-4	i
Cc1cccc(OCc2nc3c4c(ncn3n2)-c2ccccc2CC42CCCC2)c1
→ i	i	-7	i	i	nt	i	i	i	-5	i
O=C(O)CC1C(=O)OCN1C(=O)OCc1ccccc1 (stereo not given)
→ i	i	-1	i	i	0	i	i	i	4	i
Cc1ccc(NC(=O)c2ccn(C(=O)Nc3ccccc3)n2)c(C)c1
→ i	i	-5	i	i	-1	i	i	i	-17	i
O=C1CC(c2ccccc2Cl)=NN(c2ncnc3ccccc23)C1=O
→ i	i	-14	i	i	-1	i	i	i	14	i
Cc1ccc(CS(=O)Cc2ccc(C(=O)NC3CCC(C)CC3)o2)cc1 (stereo not given)
→ i	i	-6	i	i	0	i	i	i	-4	i
CC1Cc2ccccc2N1CC(=O)Nc1ccc(S(N)(=O)=O)cc1 (stereo not given)
→ i	i	-8	i	i	-2	i	i	i	0	i
O=c1[nH]c(-c2ccccc2)c(-c2ccccc2)o1
→ i	i	-9	i	i	-14	i	i	i	7	i
CCOc1ccc2nc(SCC(=O)N3c4ccccc4Sc4ccccc43)c(C#N)cc2c1
→ i	i	-8	i	i	2	i	i	i	2	i
COc1ccc(CNC(=O)C23CC4CC(CC(Br)(C4)C2)C3)cc1
→ i	i	-6	i	i	6	i	i	i	3	i
N#Cc1c(C(F)(F)F)cc(-c2ccccc2Cl)[nH]c1=O
→ i	i	-27	i	100*	-3	i	i	i	15	i
Cc1cc(NS(=O)(=O)c2ccc(NC(=O)CCSc3ccc(F)cc3)cc2)nc(C)n1
→ i	i	-7	i	i	2	i	i	i	-8	i
CN(C)CCNC(=O)c1coc(=O)c(Br)c1
→ i	i	-6	i	i	-28	i	i	i	-4	i
C=C1SC(=Nc2c(C)cc(C)cc2C)N(C(=O)c2sc3ccccc3c2Cl)C12CCCCC2
→ i	i	-1	i	i	3	i	i	i	-2	i
CCC(=O)Nc1nonc1-c1nc2ccccc2n1CC(C)C
→ i	i	-2	i	i	-6	i	i	i	-3	i
Cc1ccc(Cl)cc1N1CCN(C(=O)CSc2nnc3n2C(C)(C)Cc2ccccc2-3)CC1
→ i	-7*	-31	i	100*	5	-9*	i	i	36	17*
Cc1ccc(CN2C(=O)CSC(C)C2=O)cc1 (stereo not given)
→ i	i	-4	i	i	2	i	i	i	6	i
